Hsp70 displacement = small molecules displacing fluorescent ligand from Hsp70 – biochemical, fluorescence polarization, primary screen (AID 583) | Hsp70 fluorescence polarization probe displacement, mP; higher % means a stronger effect | displacement, % at 20 µM, or IC50 in µM where a hit was titrated | hit rate 0.06% among 140,000; in the data active = displacement above about 50%;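 note: plate controls were vehicle for no effect and reference ligand for full effect; a part of the inactive calls stands beside numbers as strong as those of hits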
Rat MKP-3 inhibitors = MKP-3 phosphatase inhibitors, primary screen, biochemical, rat enzyme, in vitro (AID 425); hit rate 0.17% among 110,000; recombinant MKP-3 phosphatase activity, fluorescence; higher % means a stronger effect; inhibition, % at 20 µM; hits with a dose series show IC50 in µM; in the data active = inhibition above about 50%;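 note: plate controls were vehicle for no effect and reference inhibitor for full effect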
* marks the source's active call; other numbers are inactive results; nt = not tested or not shown; & = joins results of further samples. Not all compounds are listed; rates above refer to the full screens.

Each structure is followed by: Hsp70 displacement	Rat MKP-3 inhibitors
> O=C1N2CN(C(c3ccccc3)c3ccccc3)CN=C2SC1(CO)CO
    5.5%&6.0%	-5.3%&1.2%
> CCOC(=O)CCc1c(C)c(C#N)c2nc3ccccc3n2c1-n1ccnc1
    -2.1%	0.4%
> CCCC(=O)Nc1ccccc1NC(=O)C1CCCCC1
    -1.1%	-5.1%
> COC(=O)C1=C(C)NC2=C(C(=O)CC(C)(C)C2)C1c1ccccc1I (centres undefined)
    2.2%	-1.2%
> Cc1c(N2C(=O)CSC2c2ccccc2Cl)c(=O)n(-c2ccccc2)n1C (centres undefined)
    4.8%	-1.6%
> COCCn1nnnc1C(c1ccc2ncccc2c1)N1CCc2ccccc21 (centres undefined)
    -2.8%	-5.5%
> COc1ccc(Cl)cc1/C=C(/C#N)C(=O)Nc1cccc(Br)c1
    -3.2%	0.9%
> O=c1/c(=C/c2cccc(Br)c2)sc2nc3cc(Br)cnc3n12
    2.7%	-0.4%
> CCn1c(SCC(=O)NCC2CCCO2)nc2cc(S(=O)(=O)N3CCCCC3)ccc21 (centres undefined)
    6.7%	-0.7%
> C=CCn1c(Br)nc2c1c(=O)[nH]c(=O)n2C
    -1.7%	3.2%
> Cc1cc(C)n(-c2ccc3cccc(NS(C)(=O)=O)c3n2)n1
    1.7%	-8.2%
> CCc1ccc(/C(C)=N/Nc2nc(-c3ccccc3)nc(C)c2C)cc1
    -0.5%	-0.1%
> O=S(=O)(CCc1nc2ccccc2o1)c1ccc2ccccc2c1
    0.5%	1.5%
> O=C(COc1ccccc1)Nc1nnc(Cc2ccccc2)s1
    -2.2%	-0.5%
> O=C(CCNS(=O)(=O)c1cccc2nonc12)NCc1cccs1
    3.7%	-1.2%

Following part:
Each structure is followed by: Hsp70 displacement	Rat MKP-3 inhibitors
> COc1ccc(CC(=O)NN2C(=O)c3ccccc3C2=O)cc1
    0.1%	0.4%
> CCOC(=O)NC(NCCc1ccccc1)(C(F)(F)F)C(F)(F)F
    4.8%	nt
> O=C(Nc1c(F)cc(F)cc1Br)c1cccnc1
    nt	-10.3%
> CN1CCN(C(=O)NC2CCCN2S(=O)(=O)c2ccc(Cl)cc2)CC1 (centres undefined)
    5.2%	-6.9%
> Cc1ccc(C(=O)N/C(=C/c2ccc(Br)cc2)C(=O)NCC(=O)O)cc1
    4.4%	-0.5%
> COc1ccc(N2C(C(C)=O)=NN(c3ccccc3)C2c2cccs2)cc1 (centres undefined)
    -0.1%	nt
> N#CCCn1ncc2ccccc21
    0.2%	-12.8%
> Cc1c(C(=O)NC2CC2)oc2ccc(S(=O)(=O)N3CCCCCC3)cc12
    -0.3%	-4.8%
> Cc1ccc(C)c(N2CCN(C(=O)CN(C)S(=O)(=O)c3ccc4c(c3)CCC(=O)N4)CC2)c1
    -3.3%	-7.7%
> CC(C)(C)C(=O)Nc1sc2c(c1C#N)CCCCC2
    0.9%	nt
> COc1cc2nc(C3CC3)n(NC(=O)c3ccc(Cl)cc3)c(=O)c2cc1OC
    -3.5%	-5.1%
> Cn1c(O)c(C=NCc2ccc(Cl)c(Cl)c2)c(=O)n(C)c1=O
    -1.5%	1.1%
> CCc1c(C)nc2c(C)c(-c3ccc(C)cc3)[nH]n2c1=O
    0.9%	-4.9%
> COc1ccccc1NS(=O)(=O)c1cccs1
    2.5%	nt
> Cc1nn(C2CCCCC2)c(N)c1-c1ccccc1
    4.5%&-0.6%	-8.4%&0.9%

New compounds follow.
Each structure is followed by: Hsp70 displacement	Rat MKP-3 inhibitors
> CCN(CC)c1ccc(/C=N/NC(=O)c2cc(-c3ccc(Cl)cc3)n[nH]2)cc1
    -1.6%	1.0%
> COc1cc(C(=O)N2CCN(C3CCCC3)CC2)cc(OC)c1OC
    -0.4%	2.0%
> CC1=CC(C)(C)N(Cc2ccc([N+](=O)[O-])cc2)c2ccc(C)cc21
    2.8%	3.9%
> CCSc1nc(NN)c2c3c(sc2n1)CN(C)CC3
    -0.4%	-0.2%
> CCOC(=O)CN(C(=O)CNC(=O)c1cccs1)C(C(=O)NC1CCCCC1)c1cccs1 (centres undefined)
    6.8%	nt
> COc1ccccc1CN1CCN(Cc2ccco2)CC1
    -2.0%	2.1%
> O=C(CSCc1cccc(F)c1)N1CCN(c2ccccc2)CC1
    5.2%	4.3%
> O=C(/C=C/c1ccccc1)n1nnc2ccccc21
    1.2%	-0.6%
> CC(=O)/C=C(\C)NC(=O)c1sc2ccccc2c1Cl
    -1.9%	2.8%
> O=C(Nc1ccc(F)cc1)NC1CCN(Cc2nnnn2Cc2ccco2)CC1
    3.1%	-10.1%
> CCCC(=O)NC(c1ccco1)c1cc(Cl)c2cccnc2c1O (centres undefined)
    2.2%	-7.9%
> CCN1C(=O)C2(C(C(=O)c3ccc(C)o3)=C(O)C(=O)N2CCCN2CCOCC2)c2ccccc21 (centres undefined)
    -4.5%	-0.6%
> O=[N+]([O-])c1cc2c(cc1C=Nc1ccc(F)cc1)OCO2
    -4.6%	-0.3%
> CCOC(=O)C(CCOCCOc1cc(C)c(Cl)c(C)c1)C(=O)OCC
    -2.5%	-0.5%
> Cc1cc(C(=O)N/N=C/c2ccc(Br)c([N+](=O)[O-])c2)n[nH]1
    -3.1%	3.3%

The list continues.
Each structure is followed by: Hsp70 displacement	Rat MKP-3 inhibitors
> COC(=O)c1ccc(C(c2ccc(C(=O)OC)cc2)(C(F)(F)F)C(F)(F)F)cc1
    -1.1%	-1.1%
> O=C(COc1ccccc1Cl)NNC(=O)c1ccccc1I
    3.8%	2.2%
> O=C(c1cc(-c2ccc(F)cc2)on1)N1CCCC1
    -3.1%	3.2%
> CCCCc1nc2n[nH]c(N)c2c2c1CCC2
    -5.3%	-0.4%
> Cc1ccc(-c2nc3cccnc3o2)cc1NC(=O)COc1ccc(Cl)cc1C
    -4.5%	4.5%
> COc1ccc(CCNC(=O)CN(C)S(=O)(=O)c2cccs2)cc1OC
    nt	0.1%
> Cc1cnn(Cc2ccccc2)c1N
    -1.4%	-0.7%
> CCCSCCCNC(=O)Cn1cc2c(n1)CCCCC2
    -3.6%	2.5%
> COc1ccc(NC(=O)c2cc3n(n2)C(C(F)(F)F)CC(c2ccco2)N3)c(OC)c1 (centres undefined)
    -1.7%	1.4%
> Cc1c(C(=O)NS(=O)(=O)c2ccccc2Cl)c(=O)n(-c2ccccc2)n1C
    2.1%	1.1%
> Cn1c(C(=O)NC2CCCCCC2)cc2c(=O)n(C)c3ccccc3c21
    -0.4%	-1.4%
> COc1cc2c(cc1NC(=O)CCC1CCCC1)oc1ccccc12
    9.0%	-3.0%
> Cc1ccccc1Cn1nnc(-c2cccc(C(=O)O)c2)n1
    0.4%	-8.8%
> COc1cccc(-c2cc(C(=O)Nc3ccc(OC)c(OC)c3)no2)c1
    4.6%	-4.4%
> CC1(C)CN=C(NC2CCCCC2)S1
    -1.1%	-4.8%

Structural class, the compounds so far with a nitro group on carbon (3)
Each structure is followed by: Hsp70 displacement	Rat MKP-3 inhibitors
> CC1=CC(C)(C)N(Cc2ccc([N+](=O)[O-])cc2)c2ccc(C)cc21
    2.8%	3.9%
> O=[N+]([O-])c1cc2c(cc1C=Nc1ccc(F)cc1)OCO2
    -4.6%	-0.3%
> Cc1cc(C(=O)N/N=C/c2ccc(Br)c([N+](=O)[O-])c2)n[nH]1
    -3.1%	3.3%

Further structures
Each structure is followed by: Hsp70 displacement	Rat MKP-3 inhibitors
> COC(=O)c1cc(NC(=O)COc2ccccc2[N+](=O)[O-])cc(C(=O)OC)c1
    -3.3%	-2.2%
> CN(C(=O)c1ccncc1)c1nnc(-c2cnccn2)s1
    2.0%	-0.5%
> C=C(C)COc1ccc2c(-c3ccccc3)cc(=O)oc2c1
    1.3%	0.1%
> CCc1cccc(C)c1NC(=O)c1cccc(C)c1
    5.0%	1.9%
> COc1ccc(C2(CC(=O)O)CCOC(C)(C)C2)cc1 (centres undefined)
    0.3%	-1.0%
> CCOc1ccc(NC(=O)CSCC(=O)O)cc1
    -3.4%	nt
> C=CCn1c(SCc2ccc(F)cc2)nc2c1c(=O)[nH]c(=O)n2C
    1.3%	2.7%
> COc1cc(-c2csc(N3CCOCC3)n2)cc(OC)c1OC
    0.2%	-1.8%
> CCOc1nc(-c2ccncc2)nc2ccccc12
    0.5%	-3.9%
> O=C(c1cccnc1)N1CCC(Cc2ccccc2)CC1
    -7.7%	-3.5%
> O=c1cnn([C@@H]2O[C@H](CO)[C@@H](O)[C@H]2O)c(=O)[nH]1
    -2.2%	nt
> c1ccc(CN2CCC(N3CCN(Cc4ccc5c(c4)OCO5)CC3)CC2)cc1
    -2.1%	-11.7%
> Cc1ccc(SCC(=O)N(Cc2nc(-c3ccccc3)no2)C(C)C)cc1
    -1.0%	0.7%
> COc1c(O)ccc(/C=N/NC(=O)COc2c(Br)cc(Br)cc2Br)c1[N+](=O)[O-]
    8.2%	6.3%
> CCOC(=O)CCCSc1nc2sc(C)c(C)c2c(=O)n1-c1ccccc1
    -1.7%	-0.7%

Continued:
Each structure is followed by: Hsp70 displacement	Rat MKP-3 inhibitors
> CCCCOC(=O)c1ccc2c(c1)C1C=CCC1C(c1cccc([N+](=O)[O-])c1)N2 (centres undefined)
    -1.4%	3.7%
> Cc1ccc(N2C(=O)/C(=C/c3cccs3)SC2=S)cc1C
    -0.6%	-3.6%
> Cc1cccc2cc(COC(=O)c3ccccn3)c(=O)[nH]c12
    -5.1%	-9.7%
> O=C(Nc1ccccc1)NC1CCCCC1
    5.0%&-9.1%	-1.2%
> COc1ccc(/C=N/n2cn[nH]c2=S)cc1OC
    1.1%	0.7%
> O=C(Cn1[nH]c(=O)c2ccccc2c1=O)NC1CCCCCC1
    -2.6%	nt
> O=C(c1cnccn1)N1CCc2ccccc21
    5.6%	5.8%
> O=C(Nc1ccc(Cl)cc1C(=O)NCc1cccnc1)c1ccco1
    7.0%	1.7%
> Cc1noc(C)c1CSc1ccccc1C(=O)Nc1nccs1
    -0.8%	1.5%
> O=C(NCCSCc1c(F)cccc1Cl)c1ccco1
    0.5%	0.8%
> Cc1cc(C(=O)Nc2cccc(C)c2C)ccc1[N+](=O)[O-]
    4.4%	1.6%
> CCOc1cc(Br)c(/C=C2\C(=O)NC(=O)N(c3ccc(Cl)cc3)C2=O)cc1OC
    1.2%	-0.3%
> Cc1c(NC(=O)c2cccc(I)c2)cccc1-c1nc2ccccc2o1
    5.5%	1.3%
> CCOC(=O)c1c(NC(=O)Cc2ccc(OC)cc2)sc(C(=O)Nc2ccc(C)c(Cl)c2)c1C
    3.0%	0.2%
> COC(=O)c1oc2ccc(Cl)cc2c1N
    10.0%	nt

(next part)
Each structure is followed by: Hsp70 displacement	Rat MKP-3 inhibitors
> C=CCc1cc(/C=C2\C(=O)NC(=O)N(c3ccc(Cl)cc3)C2=O)cc(OC)c1OCC(=O)O
    2.9%	1.8%
> Cc1cccc(N2C(=O)CS/C2=N\NC(=O)c2ccc(Cl)cc2)c1C
    -1.0%	nt
> COc1ccc(-c2cn3cc(C)ccc3n2)cc1OC
    9.2%	-4.4%
> COc1ccc(C(=O)NCC2(c3ccccc3)CCCC2)cc1
    2.7%	3.5%
> CN(C)c1nc(C#N)nc(N2CCOCC2)n1
    -2.3%	nt
> CCOc1ccc(N2CC(=O)SC2=S)cc1
    11.0%	-10.7%
> CCOC(=O)N1CCN(c2ccc(S(=O)(=O)N(Cc3ccccc3)Cc3ccccc3)cn2)CC1
    0.1%	nt
> CCOc1ccc(C(=O)Nc2ccc(-c3nc4ccc(C)cc4s3)cc2)cc1
    2.2%	-3.0%
> CCOC(=O)C1C2C=CC3(CN(c4cccc(Cl)c4)C(=O)C13)O2 (centres undefined)
    nt	-4.3%
> Cc1cc(=O)oc2ccc(OCC(=O)N(Cc3ccc(F)cc3)Cc3ccco3)cc12
    1.1%	-5.0%
> Cn1/c(=N/N=C/c2ccncc2)sc2ccccc21
    -4.7%	0.3%
> COc1cc(C(=O)Nc2ccc(O)cc2)ccc1OC(C)=O
    -1.1%	nt
> CCn1c(Cc2ccc(OC)cc2)nnc1SCC(=O)Nc1cccc(C(=O)OC)c1
    3.2%	-2.7%
> Cc1c(Cl)cccc1NC(=O)C(=O)NCCCO
    6.4%	-2.4%
> CCC(C(=O)O)P(=O)(c1ccccc1)c1ccccc1 (centres undefined)
    -5.5%	3.5%

Next records follow.
Each structure is followed by: Hsp70 displacement	Rat MKP-3 inhibitors
> CCOc1ccccc1OCC(=O)Nc1ccc(S(=O)(=O)Nc2nc(C)cc(C)n2)cc1
    nt	-0.3%
> COc1cc(/C=C2\C=C(c3ccc(Cl)cc3)OC2=O)c([N+](=O)[O-])cc1OC
    -19.1%	2.8%
> N#Cc1nc(-c2ccc(OCc3ccccc3)cc2)oc1N1CCC(C(N)=O)CC1
    1.7%	-5.1%
> O=C(c1ccc(Br)cc1)N1CCN(S(=O)(=O)c2ccccc2)CC1
    0.2%	-2.9%
> COc1ccc(-c2nnc(SCc3ccccc3F)o2)cc1
    -1.4%	nt
> Cc1ccc(NCC(=O)N/N=C\c2cc(Cl)ccc2O)cc1
    -1.1%	-1.0%
> CCOC(=O)c1c(C)nc(C)c(C(=O)OCC)c1-c1cccc(NC(=O)c2ccc(F)cc2)c1
    1.4%	2.0%
> O=C(Nc1ccccc1)C1CCCN1C1CCCCC1 (centres undefined)
    -0.5%	4.4%
> CCOC(=O)c1cnc(SC2CC(=O)N(c3ccc(C)cc3)C2=O)nc1N (centres undefined)
    5.6%	nt
> CCCCc1cc(=O)oc2cc(C)cc(OC(C)C(=O)O)c12 (centres undefined)
    -3.2%	4.5%
> Cc1onc(-c2ccccc2Cl)c1C(=O)N(Cc1ccccc1)C(C)C
    2.2%	-3.8%
> CCOCCCNC(=O)c1ccc(CS(=O)(=O)Cc2cccc(C)c2)o1
    3.7%	1.2%
> CCOC(=O)c1sc(NC(=O)c2ccc(Cl)s2)cc1C
    1.5%	1.5%
> Cc1cc(C)cc(NC2=C(Cl)C(=O)N(c3ccc(Br)cc3)C2=O)c1
    -2.8%	5.8%
> O=C(Nc1nccs1)c1c(O)c2cccc3c2n(c1=O)CCC3
    -41.6%	-4.2%

Assay outcomes (PubChem)
